Screening data as filed in PubChem.
4-MU autofl = 4-MU region autofluorescence. 59,000 tested, 11% active. max dye-equivalent concentration, M. compound autofluorescence, 340/450 nm, 4-MU equivalents; hits give high values. AID 589; in the data active = max dye-equivalent concentration above about 10 nM; inconclusive = mostly about 1.1 nM to 9.6 nM
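Compounds in 100 mM Tris, pH 8.0, sat 15 min at room temperature before fluorescence was read at 340 nm excitation/450 nm emission; a per-plate six-point 4-MU standard curve converted signals to dye-equivalent concentration at each compound concentration.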
Fluorescein autfl = compound fluoresces in the fluorescein spectral region | Compound autofluorescence, 480/540 nm, fluorescein-equivalent; hits give high values | max fluorescein-equivalent concentration, M | 59,000 tested, 0.91% active; in the data active = max fluorescein-equivalent concentration above about 10 nM; inconclusive = between about 1.1 nM and that limit
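Fluorescein stocks ranging 3 mM down to 300 nM, plus DMSO blanks, were pinned alongside compounds to build a per-plate standard curve. Buffer: 100 mM Tris, pH 8.0. Incubation 15 min, room temperature; filters 480/540 nm.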
CRE-bla Fsk = CRE-bla signaling modulation under forskolin stimulation; 71,000 tested, 2.5% active; CHO CRE-bla reporter (cAMP response element driving beta-lactamase), forskolin EC10, beta-lactamase ratio; Potency, µM (series often up to 38.2 µM), inactives show at the highest dose activity change, negative = inhibition, most hits filed as activators; active = well fitted activation curve with a large enough effect in the signal ratio, with a control signal flat, not every such curve was filed as active; inconclusive = small, poorly fitted or top-dose-only effect, or effect the other way, or a change in a side signal; the % refers to the signal ratio; also: potency is read from the fitted curve at half-maximal effect; % of control where 0% means no effect
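CRE-bla CHO cells stimulated with EC10 NKH 477 (water-soluble forskolin) and compound titrations, 3 h at 37C; beta-lactamase read with CCF4 after 2 h at room temperature. Activity from 460/530 nm emission ratio, AC50 values for positive or negative modulation.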
TexasRed autofl = Texas Red region autofluorescence. 59,000 tested, 0.06% active. Compound fluorescence, Texas Red channel, 547/618 nm; hits give high values. max dye-equivalent concentration, M; in the data active = max dye-equivalent concentration above about 10 nM; inconclusive = between about 1.1 nM and that limit
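Pin-transferred compounds and Texas Red standards go into 100 mM Tris buffer, pH 8.0. After 15 min at room temperature, plates are imaged with 547/618 nm filters. Each value is a dye-equivalent concentration derived from the per-plate dye curve.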
Epigenetic mod = epigenetic modulators derepressing GFP locus in mouse cells; 68,000 tested, 0.09% active; mouse C127i GFP locus derepression, cytometry, 30 h; Potency, µM (doses to about 46.1 µM), without a hit: at the highest dose GFP derepression (activation); also: % of control where 0% means no effect
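Derepression screen: silenced CMV-GFP reporter in murine C127i cells, 30 h compound incubation at 37 C, washed cells imaged by laser-scanning cytometer to enumerate GFP-expressing objects of 20 to 120 um.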
FLuc inh = firefly luciferase inhibition; purified firefly luciferase, luminescence, 8 min; Potency, µM (series often up to 57.1 µM), without a hit: at the highest dose activity change, negative = inhibition, most hits filed as inhibitors; 72,000 tested, 2.2% active; AID 411; also: potency is read from the fitted curve at half-maximal effect; % is scaled to controls: 0 for no effect and ±100 for the full control effect; nearly all actives have a fitted effect of over 40% in size
Target sequence (P08659 whole entry, looked up): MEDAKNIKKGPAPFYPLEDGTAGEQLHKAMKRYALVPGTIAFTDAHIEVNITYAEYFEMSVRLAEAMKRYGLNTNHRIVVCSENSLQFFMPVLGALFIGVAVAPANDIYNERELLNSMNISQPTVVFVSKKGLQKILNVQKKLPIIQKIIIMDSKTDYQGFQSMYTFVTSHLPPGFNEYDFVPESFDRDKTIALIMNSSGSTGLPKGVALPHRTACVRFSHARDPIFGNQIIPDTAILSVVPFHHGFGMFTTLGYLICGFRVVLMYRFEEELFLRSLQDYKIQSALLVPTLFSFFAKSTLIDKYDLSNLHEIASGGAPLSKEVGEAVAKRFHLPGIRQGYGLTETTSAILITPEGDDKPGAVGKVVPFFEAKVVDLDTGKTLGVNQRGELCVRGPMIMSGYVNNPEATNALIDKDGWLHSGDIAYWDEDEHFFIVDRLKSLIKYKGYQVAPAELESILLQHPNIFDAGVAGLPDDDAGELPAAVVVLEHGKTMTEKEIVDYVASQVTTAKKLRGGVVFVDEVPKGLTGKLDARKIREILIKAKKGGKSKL
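Compounds were tested as concentration series (qHTS) against purified P. pyralis luciferase with luciferin and 10 uM ATP in 50 mM imidazole pH 7.2, 50 mM KCl, 7 mM MgCl2, 0.01% Tween 20, 0.05% BSA. Luminescence was read after 8 min at ambient temperature.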
Hsp90 Hop PPI = changes Hsp90-Hop TPR2A binding signal, up or down. AlphaScreen TPR2A-His6 binding biotin-Hsp90 C-terminal peptide. Potency, µM (highest dose often 57 µM), for inactives: at the highest dose activity change, negative = inhibition. 71,000 tested, 0.44% active; active = well fitted curve in either direction with a large enough effect; inconclusive = small, poorly fitted or top-dose-only effect, or another doubt; also: potency is read from the fitted curve at half-maximal effect; % is scaled to controls: 0 for no effect and ±100 for the full control effect; many of its hits are not listed in these tables
UbGFP stabilizer = proteasome inhibitors stabilizing ubiquitin-GFP reporter; Ubiquitin-GFP reporter cells, proteasome inhibition, GFP fluorescence; response scale: untreated = 0%, 10 µM MG-132 = 100%; Potency, µM (doses to about 45.9 µM), for the others: at the top dose activation (GFP accumulation), most hits filed as activators; 67,000 tested, under 10 active; active = well fitted activation curve with a large enough effect, not every such curve was filed as active; inconclusive = small, poorly fitted or top-dose-only effect, or another doubt; inactive = no such curve, though single readings can be large or run the other way; also: potency is read from the fitted curve at half-maximal effect
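GFP accumulation read-out: laser plate cytometry counting ubiquitin(G76V)-GFP-expressing U2OS cells after 4 hr compound exposure at 37 °C. Titrations spanned 46 uM to 2.9 nM; 0% = basal, 100% = 10 uM MG-132; concentration-response curves fitted.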
ERK AVP block = vasopressin-driven ERK pathway inhibition; HEK293-V1b, vasopressin-stimulated pERK AlphaScreen; AID 995; Potency, µM (titrated, usually from 57.5 µM), inactives show at the top dose activity, negative = inhibition, actives largely listed as inhibitors; 72,000 tested, 0.99% active; also: potency is read from the fitted curve at half-maximal effect; % is scaled to controls: 0 for no effect and ±100 for the full control effect; nearly all actives have a fitted effect of over 55% in size
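Phosphorylated ERK1/2 detected via AlphaScreen bead proximity in lysates of V1b-expressing HEK293 cells given 25 nM vasopressin for 5 min after 30 min compound exposure (37 °C). AC50 from Hill equation; basal DMSO 0%, vasopressin 100%.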
HBB splice mod = modulators of hemoglobin beta chain splicing. Potency, µM (top dose mostly 46.1 µM), for the others: top-dose activation, actives largely listed as activators. HBB splicing reporter cell assay, activation; EGFP reporter with mutant IVS2-654 intron; response scale: normalised to 500 nM splice-correcting PNA. 65,000 tested, 0.06% active; also: potency is read from the fitted curve at half-maximal effect; 0% is about no effect
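HeLa cells stably expressing EGFP interrupted by mutant beta-globin intron 2 (IVS2-654), 500/well in 2% FCS. Treated with compound for 2 days at 37C. Splicing correction scored as total well GFP intensity (488 nm excitation, 500-520 nm emission); 500 nM antisense PNA served as control.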
A350 fluor = compounds fluorescent in Alexa 350 spectral region; 59,000 tested, 11% active; max dye-equivalent concentration, M; AID 590; Compound autofluorescence, 340/450 nm, Alexa 350 dye-equivalents; hits give high values; in the data active = max dye-equivalent concentration above about 10 nM; inconclusive = mostly about 1.1 nM to 9.6 nM
Starred values were filed as active, the others as inactive; i = inactive; ? = inconclusive; / = not tested or not shown; & = joins results of further samples; [ ] = dose if it differs, or a comment. Unless noted, calls follow the shape of the dose curve; as a rule, active = well fitted curve in the direction sought with a large enough effect; inconclusive = small, poorly fitted or top-dose-only effect, or another doubt; inactive = no such curve, though single readings can be large; an effect the other way counts as inactive or inconclusive. The list is partial, so the mix of outcomes need not match the whole.

Preview, 3 compounds:
SMILES	4-MU autofl	Fluorescein autfl	CRE-bla Fsk	TexasRed autofl	Epigenetic mod	FLuc inh	Hsp90 Hop PPI	UbGFP stabilizer	ERK AVP block	HBB splice mod	A350 fluor
COc1ccccc1N1CCN(Cc2cccc(OC)c2O)CC1	i	i	-8%	i	4%	2%	-4%	14%	-1%	-0.5%	i
O=C(CCC(=O)N1CCC2(CC1)OCCO2)Nc1nnc(C(F)(F)F)s1	i	?	-3%	i	2%	1%	2%	-3%	-10%	-1.7%[57.5 µM]	i
CC1(C)C(C(=O)NCc2ccco2)C1(C)C	i	i	-2%	?	-3%	-1%	1%	-3%	-10%	/	i

The listing (from the top)
SMILES	4-MU autofl	Fluorescein autfl	CRE-bla Fsk	TexasRed autofl	Epigenetic mod	FLuc inh	Hsp90 Hop PPI	UbGFP stabilizer	ERK AVP block	HBB splice mod	A350 fluor
COc1ccccc1N1CCN(Cc2cccc(OC)c2O)CC1	i	i	-8%	i	4%	2%	-4%	14%	-1%	-0.5%	i
O=C(CCC(=O)N1CCC2(CC1)OCCO2)Nc1nnc(C(F)(F)F)s1	i	?	-3%	i	2%	1%	2%	-3%	-10%	-1.7%[57.5 µM]	i
CC1(C)C(C(=O)NCc2ccco2)C1(C)C	i	i	-2%	?	-3%	-1%	1%	-3%	-10%	/	i
C=CCN1CC[C@@]23c4c5ccc(O)c4O[C@H]2/C(=N\N=C2/CC[C@@]4(O)[C@H]6Cc7ccc(O)c8c7[C@@]4(CCN6CC=C)[C@@H]2O8)CC[C@]3(O)[C@@H]1C5	i	i	?	i	-1%&0%	-2%&-7%	-7%&-4%	1%&-3%	24%&6%	-0.5%	i
C=CCn1c(O)c(C(C)=NCc2cccnc2)c(=O)[nH]c1=O	i	?	?	i	2%	0%	0%	0%	4%	2.2%[1.84 µM]	i
C[C@@H]1O[C@H]1P(=O)(O)O	i	?	-10%	i	1%	3%	-9%	0%	62%[activator]	2.7%	i
C[C@H](N)Cc1c[nH]c2ccc(OCc3cccs3)cc12	i	?	-18%&-10%	i	-1%&3%	1%&2%	-4%&-14%	4%&2%	-14%&42%	2.0%	i
COc1ccc(OCC(=O)N2CCN(CC3CC4C=CC3C4)CC2)cc1 (configuration not stated)	i	?	13%	?	-1%	0%	-3%	-1%	-15%	1.3%	i
COc1ccc2nc(NC(=O)CCc3nc(C4=CCN(C)CC4)no3)sc2c1	/	/	-15%	/	/	-23%	-3%[2.3 µM]	-6%	-24%	-1.5%	/
O=c1[nH]c(=O)n(C2CCCCCC2)c(O)c1C=NC1CCN(Cc2ccccc2)CC1	i	?	?	?	4%	3%	-1%	/	-13%	6.3%[0.369 µM]	i
COP(=S)(OC)SCN1C(=O)c2ccccc2C1=O	/	/	10%	/	-2%	-2%	1%	-3%	3%	-0.5%	/
CN1CCN(c2ccc(NC(=O)C(C)(C)C)cc2)CC1	i	i	-3%	i	8%	-4%	0%	6%	-3%	/	i
O=c1cccc2n1CC1CC2CN(Cc2c(F)cccc2Cl)C1 (configuration not stated)	/	/	1%	/	-2%	0%	-5%	4%	22%	-1.4%[9.22 µM]	/
Cc1ccc(CN2CCN(CC(=O)N3CCC4(CC3)OCCO4)C2=O)cc1	i	i	-1%	i	0%	0%	-7%	-9%	6%	2.5%	i
CCCCP(=O)(O)CCC(=O)O	i	?	?	i	3%	3%	-4%	3%	17%	-0.5%	?
CN(C)CCCc1c[nH]c2ccccc12	i	i	-6%[7.6 µM]	i	0%[9.22 µM]	0%[11.4 µM]	0%[11 µM]	-3%[9.17 µM]	17%[11.5 µM]	3.9%[9.22 µM]	i
CC12CC(c3ccccc3O1)C(C(=O)OCc1ccccc1)C(=O)N2 (configuration not stated)	?	i	0%	i	1%	5%	-3%	1%	-16%	/	?
C[C@H](CN(C)C)C(C#N)(c1ccccc1)c1ccccc1	i	i	5%[7.6 µM]	i	-1%[9.22 µM]	2%[11.4 µM]	-1%[11 µM]	-6%[9.17 µM]	-25%[11.5 µM]	4.7%[9.22 µM]	i
O=C(Nc1cccc(Cl)c1)c1c(O)c2c(n(Cc3ccco3)c1=O)CCCC2	i	i	-3%	i	0%	1%	-2%	-5%	-4%	5.4%[0.369 µM]	?
CCC(=NCCCN(CC)CC)c1c(O)n(C2CCCCC2)c(=O)[nH]c1=O	7.4e-08M*	?	16%	i	0%	4%	?	0%	31%	2.5%[1.84 µM]	9e-08M*
CCCCCCN=C(C)c1c(O)n(CCCC)c(=O)[nH]c1=O	i	i	?	i	0%	-1%	-4%	-1%	-11%	9.0%[0.369 µM]	i
O=C(COc1ccccc1)N1CCN(C2CCCC2)CC1	i	?	?	i	1%	1%	-3%	-2%	4%	-12%	i
O=C(c1ccccc1)c1cn(CC(=O)N2CCCC2)c2ccccc12	/	/	-1%	/	/	-1%	-2%[2.3 µM]	-11%	-6%	-0.4%	/
CCC(=Nc1ccc(OC)cc1OC)c1c(O)[nH]c(=O)[nH]c1=O	i	i	13µM*	i	0%	-1%	-4%	3%	-27%	-1.3%[1.84 µM]	i
N[C@H](Cn1ccc(=O)[nH]c1=O)C(=O)O	i	?	-4%	i	-2%	-1%	-3%	5%	-9%	-0.2%	i
Cc1cc(C)n(CCOC(=O)C2C(C=C(Cl)Cl)C2(C)C)n1 (configuration not stated)	i	?	-15%	i	6%	3%	3%	0%	9%	-0.5%	i
O=c1[nH]c(=O)n(Cc2ccc(F)cc2)c(O)c1C=NCC1CCCO1 (configuration not stated)	?	i	19%	i	0%	5%	-3%	2%	-12%	-3.9%[57.5 µM]	?
C[C@]12N[C@H](Cc3ccccc31)c1ccccc12	i	i	-4%&-1%	?	1%&-1%	-3%&1%	-2%&-13%	5%&20%	8%&0%	1.5%&1.6%	i
C/C(O)=C(/C#N)C(=O)Nc1cc(Br)ccc1Br	i	?	?	i	-2%&0%	0%&-11%	-8%&0%	6%&0%	22%	-0.1%	i
O=c1[nH]c2ccccc2c(=O)n1-c1cccc(Cl)c1	?	i	/	i	0%[20.6 µM]	2%[25.5 µM]	/	/	/	/	?
COC(=O)[C@@H]1c2cc3c(c(O)c2[C@@H](O)C[C@]1(C)O)C(=O)c1c(O)cc2c(c1C3=O)O[C@H]1O[C@@]2(C)[C@@H](O)[C@H](N(C)C)[C@H]1O	1.1e-08M*	?	?	i	-5%[9.22 µM]	-1%[11.4 µM]	-6%[11 µM]	-8%[9.17 µM]	3%[11.5 µM]	1.0%[9.22 µM]	1.2e-08M*
CCCCCn1c(=O)c(C(=O)NCc2ccccn2)c(O)c2ccccc21	/	/	?	/	2%	-7%	?	9%	12%	-1.3%	/
Cc1ccc(Cl)cc1-n1c(O)c(C=NCCCN2CCOCC2)c(=O)[nH]c1=O	?	i	-1%	i	3%	2%	-3%	-7%	-14%	-1.6%[0.369 µM]	?
O=C(CCN1CCOCC1)NCC(=O)Nc1ccc(Br)cc1C(=O)c1ccccc1	i	?	5%	i	-1%	6%	-1%	-1%	5%	-5.8%	i
COc1cc(/C=N/n2cnnc2)ccc1OC(=O)N(C)C	i	?	-10%	i	3%	1%	1%	2%	26%	-2.0%	i
Cc1cc(C)cc(C(=O)OC2C[C@H]3CC[C@@H](C2)N3C)c1 (some centres not stated)	/	/	-1%	/	0%	-2%	-4%	-6%	6%	/	/
CC(=O)N1CCN(c2ccc(OC[C@H]3CO[C@](Cn4ccnc4)(c4ccc(Cl)cc4Cl)O3)cc2)CC1	/	/	29%	/	-1%	-1%	-15%	0%	?	/	/
Cc1ccc(-c2nc(CS(=O)CC(=O)N3CCC4(CC3)OCCO4)c(C)o2)cc1 (configuration not stated)	i	i	1%	i	0%	1%	2%	-7%	24%	-1.3%	i
Nc1nc(N)c2nc(CNc3ccc(C(=O)N[C@H](CCC(=O)O)C(=O)O)cc3)cnc2n1	1.1e-06M*	?	?	i	2%	0%	-4%	-4%	9%	0.9%	1e-06M*
CC(C)NC(=O)N1CCC2(CCNCC2)CC1	i	i	3%	i	0%[9.22 µM]	1%[11.4 µM]	-3%	-9%	8%	4.1%	i
CCN(CC)CCOC(=O)c1cc2cc(COC)ccc2o1	i	i	-1%	i	-5%	-1%	-5%	-4%	-8%	-1.1%	i
CN(C)P(=O)(C(Cl)=C(N1CCCCC1)N1CCCCC1)N(C)C	?	i	17%	i	2%	-3%	-2%	-2%	2%	0.6%[57.5 µM]	?
CCOC(=O)c1ccc(N2C(=O)CC(N3CCC(C#N)(c4ccccc4)CC3)C2=O)cc1 (configuration not stated)	i	i	-8%	i	15%	0%	1%	1%	-11%	-0.3%	?
